SNCA viab count = GF-AFC viability counterscreen for inhibitors of alpha-synuclein gene (SNCA) expression; AID 1671193, 2021; HEK-293-SNCA-luc viability, GF-AFC fluorescence, 24 h; Potency, µM (titrated, usually from 57.1 µM), for the others: top-dose activity change, negative = cytotoxicity, most hits filed as cytotoxic; hit rate 0.12% among 150,000;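 note: potency is the fitted concentration of half-maximal effect; 0% = DMSO-treated cells and -100% = medium-only wells without cells; nearly all actives have a fitted effect of over 30% in size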
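Cytotoxicity counterscreen: after 24 h compound treatment of genome-edited SNCA-luciferase HEK-293 cells, live-cell protease substrate GF-AFC read by fluorescence after 30 min; activity scaled between DMSO (0%) and medium-only (-100%), curves Hill-fitted.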
3T3 cytotox = Cytotoxic Profiling in NIH 3T3 Cell Line of Diverse Libraries Using Quantitative High-Throughput Screening | AID 1345082, 2018 | Potency, µM (titrated, usually from 96.7 µM), for inactives: at the highest dose activity change, negative = cytotoxicity, hits mostly inhibitors | hit rate 4.3% among 94,000 | NIH 3T3 viability, CellTiter-Glo ATP luminescence, 48-72 h; note: potency is the fitted concentration of half-maximal effect; nearly all actives have a fitted effect of over 55% in size
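Luminescent ATP readout (CellTiter-Glo, 10 min RT) after 48 or 72 hr compound exposure of NIH 3T3 cells seeded at 400 cells/well in 1536-well format; quantitative HTS.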
GPT2 inh = Primary qHTS assay for inhibitors of Glutamate pyruvate transaminase 2 (GPT2); Alanine aminotransferase 2 (Homo sapiens), Q8TD30; AID 1671188, 2021; hit rate 0.25% among 100,000; Potency, µM (highest dose often 57.7 µM), for inactives: top-dose activity change, negative = inhibition, most hits filed as inhibitors; Recombinant GPT2, coupled pyruvate oxidase/HRP Amplex Red fluorescence; note: potency is the fitted concentration of half-maximal effect; nearly all actives have a fitted effect of over 60% in size; many of its hits are not listed in these tables
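Recombinant GPT2 (10ng/uL) with 250uM a-KG and 2mM L-alanine, 30 min at room temperature, in HEPES pH 7.5 buffer. Pyruvate detected by pyruvate oxidase/HRP/Amplex Red fluorescence after 30 min in the dark; AOA (50uM) as positive control.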
HEK293 tox = Cytotoxic Profiling in HEK 293 Cell Line of Diverse Libraries Using Quantitative High-Throughput Screening. HEK 293 viability, ATP luminescence (CellTiter-Glo), 48-72 h. Potency, µM (titrated, usually from 115 µM), for inactives: top-dose activity change, negative = cytotoxicity, actives largely listed as inhibitors. hit rate 6.6% among 94,000. AID 1345083, 2018; note: potency is the fitted concentration of half-maximal effect; nearly all actives have a fitted effect of over 60% in size
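Luminescence from cellular ATP, measured with CellTiter-Glo, indicates HEK 293 viability. Cells plated at 250 cells/well are treated with compound for 48 or 72 hr at 37 degree Celsius before reagent addition.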
Luciferase inh = Firefly luciferase inhibition profiling of diverse chemical library using quantitative high-throughput screening; purified P. pyralis luciferase, luminescence, biochemical; hit rate 2.5% among 76,000; Luciferin 4-monooxygenase (Photinus pyralis), P08659; AID 1347043, 2019; Potency, µM (highest dose often 115 µM), for the others: top-dose activity change, negative = inhibition, actives largely listed as inhibitors; note: potency is the fitted concentration of half-maximal effect; nearly all actives have a fitted effect of over 65% in size
Target sequence (P08659 whole entry, looked up): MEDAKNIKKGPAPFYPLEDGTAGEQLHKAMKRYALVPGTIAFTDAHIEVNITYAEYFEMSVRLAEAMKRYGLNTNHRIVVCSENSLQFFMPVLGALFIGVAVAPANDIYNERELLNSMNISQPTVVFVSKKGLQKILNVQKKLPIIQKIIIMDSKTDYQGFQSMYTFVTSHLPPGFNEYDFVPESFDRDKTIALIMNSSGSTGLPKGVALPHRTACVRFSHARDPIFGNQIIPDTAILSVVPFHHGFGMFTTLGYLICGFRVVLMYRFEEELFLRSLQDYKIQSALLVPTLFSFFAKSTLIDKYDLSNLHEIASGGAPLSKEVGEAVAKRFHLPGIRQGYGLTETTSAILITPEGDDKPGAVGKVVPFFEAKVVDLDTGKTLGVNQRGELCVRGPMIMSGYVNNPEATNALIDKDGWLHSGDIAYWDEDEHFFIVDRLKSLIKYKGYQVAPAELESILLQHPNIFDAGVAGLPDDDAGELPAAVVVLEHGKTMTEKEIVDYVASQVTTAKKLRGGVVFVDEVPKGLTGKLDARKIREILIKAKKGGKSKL
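Purified P. pyralis luciferase (10nM final) in 50mM Tris acetate pH 7.5, 10mM Mg acetate, 0.01% Tween-20, 0.05% BSA with 10uM D-luciferin and 10uM ATP. Compounds titrated qHTS. Luminescence imaged on CCD.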
SNCA expr inh = Primary qHTS assay for inhibitors of alpha-synuclein gene (SNCA) expression; HEK-293 SNCA-luciferase knock-in, luminescence, 24 h; Potency, µM (highest dose often 57.2 µM), for the others: at the top dose activity change, negative = inhibition, hits mostly inhibitors; hit rate 0.17% among 140,000;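 note: potency is the fitted concentration of half-maximal effect; plate controls were DMSO cells for no effect and cell-free wells for full effect; nearly all actives have a fitted effect of over 45% in size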
IP6K1 inhibitor = Primary qHTS assay for small molecule inhibitors of Inositol hexaphosphate kinase 1 (IP6K1) | IP6K1 kinase, ADP-Glo luminescence, 2 h; stronger effect = lower value | activity change, % (series mostly up to about 58 µM) | hit rate 0.81% among 140,000; in the data active = activity change below about -25%
Target sequence (Q92551 whole entry, looked up): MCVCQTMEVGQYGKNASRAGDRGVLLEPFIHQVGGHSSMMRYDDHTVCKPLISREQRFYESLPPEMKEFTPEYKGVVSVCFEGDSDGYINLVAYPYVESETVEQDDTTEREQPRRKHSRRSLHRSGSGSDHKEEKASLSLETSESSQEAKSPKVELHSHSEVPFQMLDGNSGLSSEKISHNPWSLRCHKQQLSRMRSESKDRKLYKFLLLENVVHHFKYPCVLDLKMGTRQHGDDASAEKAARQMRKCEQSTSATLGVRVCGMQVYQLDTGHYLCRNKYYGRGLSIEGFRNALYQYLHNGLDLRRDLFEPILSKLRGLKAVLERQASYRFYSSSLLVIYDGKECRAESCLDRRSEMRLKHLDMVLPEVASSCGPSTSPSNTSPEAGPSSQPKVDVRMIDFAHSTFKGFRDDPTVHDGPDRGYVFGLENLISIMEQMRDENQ
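ADP-Glo luminescence measures ADP made by human IP6K1 during a 2 h RT reaction with ATP/IP6 (mix at 1.3 mM/130 uM); top library doses 57.5 and 19.1 uM final.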
* hit, by the source's call; i = inactive; ? = inconclusive; · = not tested or not shown; [ ] = remark or other dose. Unless noted, calls come from the whole dose curve; as a rule, active = well fitted curve in the direction sought with a large enough effect; inconclusive = small, poorly fitted or top-dose-only effect, or another doubt; inactive = no such curve, though single readings can be large; an effect the other way counts as inactive or inconclusive. Unless noted, % is set by controls: 0 for no effect and ±100 for the full control effect. Some of the compounds tested; rates above refer to the full screens.

smiles	SNCA viab count	3T3 cytotox	GPT2 inh	HEK293 tox	Luciferase inh	SNCA expr inh	IP6K1 inhibitor
Cn1cccc1C(=O)C(=O)Nc1nn(C)c2cccc(N3CCOC3=O)c12	0.5%	-16.3%	-10.4%	-15.2%	-6.1%	0.5%	-11.0
CCc1cccc(NC(=O)Cn2ncc3c([nH]c4ccc(C)cc43)c2=O)c1	3.1%	·	·	·	·	13.2%	47.5
COc1ccc(C(=O)N2CCCCC23Cc2ccccc2NC3=O)cc1 (stereo not given)	?	-21.6%[138 µM]	i	?	0.2%[172 µM]	?	7.7
Cc1nc([C@@H]2CN(S(=O)(=O)c3ccc(C#N)cc3)C[C@H]2C(N)=O)n[nH]1	3.5%	-10.3%	i	-5.5%	-5.0%	1.4%	5.7
Cc1oc2ccn(Cc3ccccc3F)c(=O)c2c1C(=O)NCCCN1CCCCC1C (stereo not given)	?	39.8µM*	-22.4%	?	0.0%	?	10.8
CN1CCCN(C(=O)CCn2cnnn2)c2ccccc21	-21.5%	-7.1%	i	i	4.4%	-13.8%	-9.0
Cc1cc2oc(C(=O)Nc3ccc(S(=O)(=O)N4CCCCCC4)cc3)cc(=O)c2cc1C	3.3%	·	·	·	·	43.0%[activator]	-4.8
COc1ccc(C)cc1Nc1c2c(nc3nc(-c4cccs4)nn13)CCCC2	1.0%	·	·	·	·	31.0%[activator]	-10.0
Cn1ncc(N2CCC(C(=O)NC3CCCC3)C2)cc1=O (stereo not given)	1.5%	-4.0%	i	-5.4%	8.6%	-20.1%	3.2
O=C(O)c1ccc(CN[C@@H]2CO[C@H](CNC(=O)c3ccncc3)[C@H]2O)cc1	3.0%[87.6 µM]	1.8%[174 µM]	0.2%[88.5 µM]	-26.7%[172 µM]	14.1%[172 µM]	-10.0%[87.6 µM]	12.6
COc1ccccc1C(=O)N1CCC2(C1)C(=NC1CCCCC1)NC(=O)N2c1cc(F)cc(F)c1 (stereo not given)	5.5%	-16.6%	i	-20.8%	·	1.0%	10.0
O=C(Nc1ccccc1)Nc1nnc(SCC(=O)N2CCCCC2)s1	-3.3%	·	·	·	·	-8.5%	17.7
Cc1cnc(CCNC(=O)C2CC2)n1CC1CC1	-8.4%	-1.3%	i	1.3%	7.1%	-1.9%	11.2
COc1ccc(CNS(=O)(=O)c2ccc(F)c(C(=O)Nc3c(C)cc(C)cc3C)c2)cc1	12.9%	·	·	·	·	-22.7%	19.4
CNC(=O)N1CCC(C2CCN(C(=O)c3nccn3C)C2)CC1 (stereo not given)	6.9%[12.5 µM]	-0.1%	i	-6.7%	-1.6%	2.0%	3.2
O=C(NCc1ccccc1Cl)C1CCc2nnc(CN[S+](=O)([O-])c3ccccc3Cl)n21 (stereo not given)	-8.7%	-14.4%	1.5%	i	·	-13.9%	-4.1
CCc1cccc(NC(=O)Cn2c(=O)n(CC(=O)NCCc3ccccc3)c(=O)c3ccccc32)c1	-4.8%	·	·	·	·	-19.4%	-1.1
CCn1nccc1C(=O)N1CCN(c2cc(-c3ccccc3)[nH]n2)CC1	1.9%	-19.5%	i	?	11.3%	-5.9%	-7.8
Fc1ccc(Cc2nc3nccc(-c4ccncc4)n3n2)cc1	16.4%	-13.1%	-2.9%	-6.9%	-5.0%	5.6%	8.7
O=C1CCN(S(=O)(=O)c2ccc3c(c2)OCCO3)CCCCCCN1	-18.5%	-1.6%	i	i	-1.7%	-25.0%	-4.0
O=S(=O)(c1cccc(C(F)(F)F)c1)n1c(/C=C/c2ccccc2)nc2ccccc21	-0.2%	·	·	·	·	123.2%[activator]	-6.0
Cc1nn(CC(=O)NCc2ccc(F)cc2)c2ccccc12	14.4%	·	·	·	·	?	26.3
CN1CC(=O)N(C2CCNCC2)Cc2c1ncnc2N1CCC(O)CC1	1.1%	i	i	2.2%	·	2.7%	6.3
COc1ccc2cc3c(N)nn(C(=O)c4ccc(OC)c(OC)c4)c3nc2c1	-4.2%	·	·	·	·	-28.0%	11.9
COCc1cc(CC2(NCc3ccc(OC)cc3)COC2)no1	-9.7%[87.6 µM]	3.0%[174 µM]	-4.3%[88.5 µM]	-12.5%[172 µM]	0.8%[172 µM]	35.9%[activator][87.6 µM]	9.5
C#CC(C)(CC)NC(=O)Cn1nnc(-c2ccc(OCc3c(F)cccc3Cl)cc2)n1 (stereo not given)	3.5%	·	·	·	·	3.8%	-3.8
CCS(=O)c1nc(-c2cccc(OCc3ccccc3)c2)cc(C(F)(F)F)n1 (stereo not given)	-16.7%	·	i	·	·	·	14.6
COc1cc(NC(=O)Cn2c(C)cc3ccccc3c2=O)cc(OC)c1OC	-7.0%	·	·	·	·	-14.2%	-16.4
NC(=O)C(=O)N1CCN2C(=O)c3cc(-c4ccc(Cl)cc4)ccc3NC(=O)[C@@H]2C1	-17.2%[87.6 µM]	?	-5.9%[88.5 µM]	?	-24.1%[172 µM]	?	-9.5
Cc1ccc(C(=O)N2CCC3(CC2)SCC(=O)N3c2ccc(F)cc2)cc1[N+](=O)[O-]	-20.9%	-32.3%	-22.8%	-8.6%	-9.8%	6.0%	-7.8
CN1[C@@H](CCC(=O)NCc2ccc(F)cc2)CNC(=O)[C@@H]2[C@H]1CCN2Cc1csnn1	6.7%	-1.8%	-9.7%	i	0.3%	11.1%	6.2
COCCNC(=O)[C@@H]1C[C@H](Oc2cccnc2)CN1S(=O)(=O)c1cccnc1	-6.8%	i	i	-5.9%	2.1%	-12.5%	6.3
COc1ccc(NC(=O)CSC2=Nc3ccccc3C3=NC(CCC(=O)NCc4ccc(F)cc4)C(=O)N23)cc1Cl (stereo not given)	-5.9%	·	·	·	·	7.9%	-11.4
CCOc1ccccc1C(=O)N[C@@H]1CN(c2ccncn2)C[C@H]1CO	-19.1%	-13.2%	-0.1%	-1.9%	4.1%	18.8%	1.3
O=C(N[C@@H]1CN(c2ncccn2)C[C@H]1CO)C1CC=CC1	-25.5%	-21.4%	i	-9.6%	-14.3%	8.9%	-16.4
CCS(=O)(=O)N1C[C@@H](COC)[C@H](C(N)=O)C1	1.4%	i	-5.2%	-6.2%	2.0%	-23.8%	7.1
CS(=O)(=O)N1CCC(C2CCN(C(=O)c3ccc(Cl)s3)C2)CC1 (stereo not given)	-11.7%[12.5 µM]	-2.0%	2.2%	-19.7%	-9.7%	7.5%	20.1
CC(C)(C)CNC1(Cc2cc(COc3ccccc3)on2)COC1	2.6%[87.6 µM]	?	?	?	1.7%[172 µM]	-10.2%[87.6 µM]	-8.1
CN(C)c1ccc(-c2nnc([C@H]3CCN(CC4CC4)C3)o2)cc1	-2.9%[87.6 µM]	-0.5%[138 µM]	i	-19.9%[172 µM]	11.0%[172 µM]	-11.6%[87.6 µM]	5.4
CCN(CC)CCOC(=O)c1ccc(NC(=O)c2nn(-c3ccc(C)cc3)c(=O)c3c2c2ccccc2n3C)cc1	-6.6%	·	·	·	·	2.8%	7.9
O=C(c1ccccc1)N1CCC2(CC1)C(=O)NCN2Cc1ccc(Cl)cc1	10.5%	-8.5%	i	-16.6%	-3.4%	11.3%	-10.8
CC(=O)Nc1ccc(CN2CCC3(C2)C(=O)N(C)c2ccccc23)cc1 (stereo not given)	-19.1%	-15.1%	4.7%	-21.9%	7.1%	-11.3%	4.4
CCc1cc(CN2CC[C@@H](c3ccc4c(c3)OCO4)[C@H](O)C2)[nH]n1	6.1%	i	1.9%	17.0%	7.2%	9.4%	1.9
O=C1N(C2CCCCC2)C[C@H]2CN(Cc3ccc(F)cc3)CCN12	-8.3%[87.6 µM]	?	-3.7%[88.5 µM]	?	-18.0%[172 µM]	1.9%[87.6 µM]	5.8
Cc1nn(-c2ccccc2)c2c1C(C)N(C1CCN(C(=O)c3ccccc3F)C1)C2=O (stereo not given)	·	?	·	?	·	·	-7.8
Cc1ccc(CN2CCCN(S(C)(=O)=O)C(c3ccccc3)CC(=O)NCC2)s1 (stereo not given)	2.0%	-27.5%	?	?	-4.8%	2.8%	-1.2
COc1ccc2cc3cc(C(=O)NCc4ccccc4OC)oc3nc2c1	-14.2%	·	·	·	·	26.7%	4.7
COCCNC(=O)CN1C(=O)C(Oc2ccc(F)cc2)C12CCCCC2 (stereo not given)	3.8%	-8.6%	i	4.5%	·	-4.5%	-5.8
CCOC(=O)CCn1cnc2onc(-c3ccccc3Cl)c2c1=O	6.9%	·	·	·	·	-16.1%	25.9
O=C(O)Cn1cnnn1	1.0%[23.9 µM]	·	0.2%	·	·	-44.1%[25.6 µM]	8.5

Looked up above:
IP6K1 inhibitor, CCOC(=O)CCn1cnc2onc(-c3ccccc3Cl)c2c1=O = 25.9
SNCA expr inh, O=C(c1ccccc1)N1CCC2(CC1)C(=O)NCN2Cc1ccc(Cl)cc1 = 11.3%

Other structures
smiles	SNCA viab count	3T3 cytotox	GPT2 inh	HEK293 tox	Luciferase inh	SNCA expr inh	IP6K1 inhibitor
COCC(=O)N1CC(N2C(=O)c3c(c(C)nn3-c3ccccc3)C2C)C1 (stereo not given)	·	-17.8%	·	3.1%	·	·	23.3
CC(C)Sc1ncc(Cl)c(C(=O)Nc2nnc(C(C)C)s2)n1	9.6%	·	·	·	·	-24.0%	-13.4
CC(C)CC(N)c1nnc2n1CCNCC2 (stereo not given)	-0.9%	i	i	i	-7.0%	-8.8%	0.0
COCC(=O)NC[C@H]1O[C@H](Cc2cc(COC)on2)CC[C@@H]1O	1.1%[87.6 µM]	-0.1%[174 µM]	1.4%[88.5 µM]	1.0%[172 µM]	-15.3%[172 µM]	21.4%[87.6 µM]	-0.1
COc1cc(-c2ccnc3nc(C4CCCCC4)nn23)cc(OC)c1OC	1.6%	?	i	?	0.0%	8.4%	13.9

Reprinted from the results shown (two entries):
smiles	SNCA viab count	3T3 cytotox	GPT2 inh	HEK293 tox	Luciferase inh	SNCA expr inh	IP6K1 inhibitor
COCC(=O)NC[C@H]1O[C@H](Cc2cc(COC)on2)CC[C@@H]1O	1.1%[87.6 µM]	-0.1%[174 µM]	1.4%[88.5 µM]	1.0%[172 µM]	-15.3%[172 µM]	21.4%[87.6 µM]	-0.1
COc1cc(-c2ccnc3nc(C4CCCCC4)nn23)cc(OC)c1OC	1.6%	?	i	?	0.0%	8.4%	13.9
